Runt-CBFb FRET: blocks binding of human RUNX1 Runt domain to CBFb; inhibition, % at 20 µM; 220,000 tested, 0.46% active; Cerulean-Runt/Venus-CBFb FRET ratio 530/480, 1 h;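 active = inhibition over about 50% at 20 µM in the single-dose screen, limit read from the data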;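 also: 0% = DMSO wells and 100% = excess unlabeled CBFb competitor control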
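Assay system: Cerulean-Runt domain fusion protein, energy donor; Signal: fluorescence energy transfer, 422 nm excitation, 530/480 nm emission; Timing: 1 h compound exposure, room temperature; Control set: unlabeled CBFb; Medium: Tris buffer pH 7.5 with salts and BSA; Compound: single test concentration of 20 µM, 1% DMSO final; Probe or stimulus: Venus-CBFb 100 nM.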
RBBP9 inh: human RBBP9 hydrolase inhibition; AID 1515; 220,000 tested, 0.2% active; O75884; recombinant RBBP9, FP-Rh probe fluorescence polarization; inhibition, % at 7.94 µM;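 active = inhibition above the campaign mean of all tested compounds plus 3 SD, cut at about 14% in these data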;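 also: plate controls were DMSO wells with RBBP9 for no effect and wells lacking RBBP9 protein for full effect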
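System: RBBP9 protein / Quantity: 2.5 µM RBBP9 dispensing solution, before mixing / Also added: Serine-hydrolase probe FP-Rh, 375 nM pre-mixing / Dosing: 7.94 µM single dose, 0.794% DMSO / Timing: enzyme-compound preincubation 30 min, then probe labeling 45 min, 25 °C / Signal: FP readout at 525/598 nm / Controls: DMSO-treated enzyme wells and wells lacking RBBP9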
Runt-SMMHC FRET: Runt domain-CBFb-SMMHC interaction inhibition; Q01196+Q13951; Cerulean-Runt/Venus-CBFb-SMMHC FRET ratio 530/480, 1 h; 220,000 tested, 0.74% active; inhibition, % at 20 µM;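 active = mean inhibition across duplicate retests at 20 µM reaching about 50%, limit read from the data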;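 also: 0% = DMSO wells and 100% = wells with excess untagged CBFb-SMMHC; inhibitors lower the FRET ratio by blocking Runt binding to CBFb-SMMHC; some results filed as inactive read as strong as hits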
PGE2 EP2 inh: EP2 receptor (human) inhibition; C6 glioma cells expressing human EP2, cAMP TR-FRET; cells stimulated with saturating PGE2; inhibition, % at 25 µM; 260,000 tested, 0.52% active; AID 1422;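 active = percent inhibition above 40 after rounding to a whole number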;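 also: rat C6 glioma host cells with rolipram phosphodiesterase inhibitor present; the protocol text gives 20 µM as final concentration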
PERK inh: human PERK inhibition, primary cell-based screen; Q9NZJ5; CHO PERK-DD fusion, SEAP luminescence translation reporter; inhibition, % at 5.6 µM; 220,000 tested, 0.17% active;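 active = inhibition above the mean inhibition of all tested compounds plus 3 SD, set separately per screening campaign, cut at about 2.9% in these data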;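 also: PERK kinase domain activated by AP20187 dimerizer at 100 nM; 0% = DMSO with dimerizer and 100% = rapamycin at 8.4 µM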
Target sequence (Q9NZJ5 whole entry, looked up, the tested form may be a part): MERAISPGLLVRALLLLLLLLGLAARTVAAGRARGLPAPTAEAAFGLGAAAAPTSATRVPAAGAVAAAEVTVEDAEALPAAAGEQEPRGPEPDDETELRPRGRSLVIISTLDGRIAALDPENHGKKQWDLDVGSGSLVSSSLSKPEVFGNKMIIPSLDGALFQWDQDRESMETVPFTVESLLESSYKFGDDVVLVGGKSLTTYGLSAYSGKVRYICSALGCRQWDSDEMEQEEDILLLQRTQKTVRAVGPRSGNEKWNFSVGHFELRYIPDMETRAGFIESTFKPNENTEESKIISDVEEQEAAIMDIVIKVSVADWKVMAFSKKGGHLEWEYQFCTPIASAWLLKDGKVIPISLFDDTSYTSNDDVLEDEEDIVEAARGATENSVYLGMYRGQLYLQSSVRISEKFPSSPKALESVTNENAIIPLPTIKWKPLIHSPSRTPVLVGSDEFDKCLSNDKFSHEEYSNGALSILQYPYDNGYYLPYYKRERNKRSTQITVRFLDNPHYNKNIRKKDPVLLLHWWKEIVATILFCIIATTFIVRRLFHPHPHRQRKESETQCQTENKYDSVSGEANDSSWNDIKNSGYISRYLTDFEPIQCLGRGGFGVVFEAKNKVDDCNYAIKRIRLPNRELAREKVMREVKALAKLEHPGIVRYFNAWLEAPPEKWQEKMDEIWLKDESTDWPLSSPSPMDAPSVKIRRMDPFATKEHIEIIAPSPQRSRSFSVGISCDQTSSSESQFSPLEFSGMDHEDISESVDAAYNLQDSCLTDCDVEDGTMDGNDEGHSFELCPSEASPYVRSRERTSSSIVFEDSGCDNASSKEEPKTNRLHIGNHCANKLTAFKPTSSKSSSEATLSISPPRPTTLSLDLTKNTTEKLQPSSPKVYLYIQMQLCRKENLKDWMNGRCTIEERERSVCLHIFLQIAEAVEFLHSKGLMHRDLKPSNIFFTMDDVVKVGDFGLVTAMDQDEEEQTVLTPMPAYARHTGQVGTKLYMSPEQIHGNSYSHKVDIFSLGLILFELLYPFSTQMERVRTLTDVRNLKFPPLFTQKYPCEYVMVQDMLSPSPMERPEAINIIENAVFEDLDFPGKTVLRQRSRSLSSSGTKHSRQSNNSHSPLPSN
TNF death inh: TNF-alpha cell death inhibition in Jurkat FADD-/- cells; activation (protection from cell death), % at 10 µM; Jurkat FADD-/- TNF necroptosis rescue, ATP luminescence, 24 h; 0 = TNF only, 100 = no-TNF cells; 220,000 tested, 0.068% active; AID 463075;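 active = activation, meaning protection from cell death, of at least 50% relative to plate controls; inactive = activation below 50%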;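 also: necroptosis triggered by 40 ng/mL TNF-alpha added together with compound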
EP2 mod: modulates human prostaglandin E2 receptor EP2 signaling | induction, % at 25 µM | P43116 | 260,000 tested, 0.83% active | EP2-expressing cells, cAMP HTRF FRET, PGE2 co-stimulation | AID 940;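 active = compounds whose cAMP rise, as percent of the full-agonist control response, exceeds 60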;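 also: rat C6 glioma line stably carrying human EP2 under a CMV promoter; the protocol text gives 20 µM as final concentration; 100% = response of wells given 1 µM PGE2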
zVAD death inh: L929 zVAD cell death inhibition. L929 zVAD necroptosis rescue, ATP luminescence, 24 h; with zVAD 60 µM. viability rescue, % at 10 µM. 220,000 tested, 0.38% active;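 active = activation, scaled between plate controls, above about 75%, limit read from the data; inactive = activation under that limit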;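 also: 0% = zVAD with DMSO and 100% = DMSO alone without zVAD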
Hck Nef HTS: human Hck-Nef kinase inhibition; inhibition, % at 20 µM; Recombinant Hck-YEEI plus Nef, Z-Lyte FRET kinase assay; 220,000 tested, 0.68% active; P08631;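 active = Hck-Nef kinase inhibition above about 50%, limit read from the data; inactive = inhibition below that limit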;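 also: 0% = DMSO with Hck plus Nef and 100% = Hck alone without Nef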
An asterisk follows results filed as active; . = not tested or not shown; & = joins results of further samples. The list is partial. The share of hits here may be higher or lower than overall.

SMILES	Runt-CBFb FRET	RBBP9 inh	Runt-SMMHC FRET	PGE2 EP2 inh	PERK inh	TNF death inh	EP2 mod	zVAD death inh	Hck Nef HTS
CCOC(CC(=O)NNC(=O)c1c(-c2ccccc2Cl)noc1C)OCC	0.4	-1.2	1.2	11.5	0.7	1.6	-0.1	-0.1	1.2
O=C(c1ccncc1)N1CCN(C(=O)c2cccs2)CC1	0.0	-7.2	-1.7	7.1	0.7	-0.5	10.2	0.2	1.0
O=C(O)[C@H]1CCCC[C@H]1C(=O)NCCNC(=O)[C@@H]1CCCC[C@@H]1C(=O)O	-1.2	1.6	-1.2	4.5	0.7	0.8	17.3	1.5	0.1
Cc1nonc1C(=O)N/N=C/c1ccncc1	2.2	2.0	-1.4	2.4	2.0	0.0	18.4	1.0	-6.3
Cc1ccc(NC(=O)C(=O)NCCN2CCN(C(=S)Nc3ccccc3)CC2)cc1	-5.3	0.0	-0.8	4.5	-0.2	1.3	10.1	1.1	1.6
O=C(O)c1csc(-c2ccccc2)n1	1.3	-8.3	-0.6	4.8	0.8	0.6	-3.6	-0.5	27.9
COc1ccc(NC(=O)CO/N=C2/CCCc3nonc32)c(OC)c1	1.1	0.7	8.7	6.6	-0.2	0.2	-25.3	3.0	26.7
Cc1ccc(-c2csc3nnc(SCC(=O)NCc4ccc5c(c4)OCO5)n23)cc1	1.6	-5.1	3.2	10.3	-0.6	-1.1	-6.8	-0.2	0.7
O=C(O)c1ccc(NC(CSCc2ccc(F)cc2)C(=O)O)c([N+](=O)[O-])c1 (stereo unspecified)	1.0	-2.9	-0.9	3.0	0.3	1.2	4.6	-0.6	0.0
Brc1ccc(-c2nc3ncccn3c2NC2CCCCC2)o1	5.7	12.3	9.9	11.8	-0.7	0.5	19.1	1.5	-3.1
COCC1CCCN(Cc2cn(-c3ccccc3F)nc2-c2cc(C)sc2C)C1 (stereo unspecified)	-1.9	-14.0	-0.7	5.7	1.1	2.7	29.0	-0.8	-6.3
CS(=O)(=O)c1ccc(C(=O)N2CCN(Cc3ccccc3)CC2)cc1	-1.4	-6.0	0.6	4.5	0.1	-0.4	-15.3	-0.8	8.7
Cc1cc(NC(=O)c2ccc(Cl)cc2Cl)n(CCC#N)n1	0.8	-0.3	-2.5	6.2	1.0	0.0	0.5	3.9	22.0
COC(=O)COc1ccc(S(=O)(=O)N2CCN(c3ccccc3)CC2)cc1	-0.7	-1.7	4.5	13.4&6.6	1.0	0.7	-84.0&-101.0	1.8	13.1
CCOC(=O)c1[nH]c2ccccc2c1N=C(C)N(CC)CC	0.0	-6.4	4.6	.	-0.2	0.0	-28.8	-0.2	-1.7
Cc1cccc(NC(=O)c2cnn(C)c2)c1C	-1.2	-1.0	0.0	9.3	0.7	1.2	10.0	0.6	2.8
Cc1ccc(S(=O)(=O)CCc2nnc(NC(=O)c3cnccn3)s2)cc1	0.3	-7.5	3.2	13.0	0.5	-1.4	-9.2	0.0	0.2
CCOc1ccc(CCNC(=O)C2CCN(S(=O)(=O)N3CCOCC3)CC2)cc1OCC	-2.6	-3.7	0.6	6.8	0.5	1.4	6.5	2.1	-1.1
CC(C)CC(NS(=O)(=O)c1ccc2c(c1)oc(=O)n2C)C(=O)NCc1cccnc1 (stereo unspecified)	1.6	-2.7	-1.9	10.5	1.1	1.0	-16.1	0.2	2.6
Nc1ccc2c(c1)nnn2-c1ccccc1	14.7	1.3	-4.3	-0.1	2.2	-2.8	11.3	2.3	0.4
Cc1ccccc1C(=O)N1CCC(C(=O)Nc2ccc(F)cc2)CC1	-0.4	1.9	-1.9	10.5	-0.5	2.2	-10.8	0.7	-0.8
COc1ccc(S(=O)(=O)N2CC3CCCN3c3ccc(C(F)(F)F)cc32)cc1 (stereo unspecified)	-1.2	9.1	2.7	6.1	0.2	-4.7	1.4	0.4	-1.5
Cc1ccc(N2CC(C(=O)NCCc3ccc(S(N)(=O)=O)cc3)CC2=O)cc1 (stereo unspecified)	0.4	8.2	-4.9	2.8	1.8	-0.3	21.9	-0.1	0.8
Cc1ccc(CNc2oc(-c3ccco3)nc2C#N)cc1	-0.9	-1.7	-3.5	.	0.8	-1.5	-57.8	0.0	0.2
CCOC(=O)C1CCCN(Cc2cn(C)nc2-c2ccc3c(c2)OCCO3)C1 (stereo unspecified)	2.5	3.3	1.5	1.5	0.1	-0.1	4.3	1.1	22.0
Continuation.
SMILES	Runt-CBFb FRET	RBBP9 inh	Runt-SMMHC FRET	PGE2 EP2 inh	PERK inh	TNF death inh	EP2 mod	zVAD death inh	Hck Nef HTS
CCCn1c(=N)n(CC(=O)c2ccco2)c2ccccc21	-1.3	7.2	2.9	6.1	-1.2	-0.7	-4.1	-0.1	-0.5
O=C(O)c1ccc(/C=N/Nc2nnnn2-c2ccccc2)cc1	-2.0	-7.9	1.1	6.1	0.3	0.9	5.2	1.0	0.2
Cc1nc(SCC(=O)N2CCc3ccccc3C2)c2c(C)c(C)sc2n1	-5.2	-4.8	-3.4	7.8&10.8	0.1	-3.9	-52.6&2.2	0.1	2.2
COc1cc(C(=O)Nc2ccc(NC(C)=O)cc2)ccc1OCc1ccccc1	-1.0	-6.5	1.9	4.6	1.0	1.4	-44.4	-0.1	23.0
N#Cc1cc(C(=O)c2cc(F)ccc2O)cn(Cc2ccccc2)c1=O	-0.9	3.7	0.3	9.8	1.2	-0.2	-9.1	0.3	-10.1
Cc1nc(-c2ccc(Cl)cc2)sc1C(=O)NN	16.7	-3.8	0.2	7.5	-0.2	0.3	-65.8	-0.2	10.1
CCOC(=O)N1CCC(NC(=O)Cc2ccc(-n3c(=O)[nH]c4ccccc4c3=O)cc2)CC1	.	-7.6	.	.	0.8	0.3	.	-0.7	11.6
O=C(NC1CCCC1)C(NS(=O)(=O)c1ccc(Br)s1)c1ccccc1 (stereo unspecified)	0.6	-3.9	4.6	7.3	0.2	3.3	18.5	0.1	-93.9
CC1CCCCN1C(=O)Nc1ccccc1Cl (stereo unspecified)	1.8	-3.4	-3.1	10.3&8.3	1.2	0.9	-20.7&-10.3	5.5	18.4
CCC(Sc1nnnn1-c1ccccc1)C(=O)NC(C)c1ccccc1 (stereo unspecified)	-0.3	4.4	1.4	8.4	-1.4	0.4	26.7	-0.4	0.2
S=c1[nH]cc(-c2ccccc2)n1-c1ccccc1Cl	12.2	-0.6	31.5	12.2	0.3	-0.3	31.5	0.1	12.3
COc1ccc(CCn2ccc(O)c(Cc3ccc(Cl)cc3Cl)c2=O)cc1OC	-5.0	-13.5	-0.7	5.2	0.5	2.5	39.7	-1.4	5.1
Cc1nn(-c2ccccc2)nc1C(=O)c1c(C)[nH]n(-c2ccccc2)c1=O	1.6	15.0*	-6.2	4.7	2.0	0.9	-16.6	0.8	3.9
CCC(c1nc2ccccc2c(=O)n1CCCn1ccnc1)N1C(=O)c2ccccc2C1=O (stereo unspecified)	1.1	-0.7	-2.0	3.6	-1.2	-0.8	20.8	-0.3	-0.3
COc1ccccc1N1CCN(C(=O)CCCC2=NS(=O)(=O)c3ccccc3N2)CC1	3.1	-7.1	4.1	.	1.3	0.6	22.7	1.2	-2.4
Cc1ccsc1/C=N/NC(=O)c1cccnc1	5.6	-9.4	2.8	12.6	0.2	0.5	13.5	0.2	23.1
O=C(NC1CCSC1=O)c1ccccc1 (stereo unspecified)	.	-7.8	0.4	6.3	0.8	-0.7	31.0	0.6	0.7
Cc1ccc(-c2nnc(SCC(=O)Nc3ccc(N4CCOCC4)cc3)o2)cc1	-0.7	3.9	0.0	11.9	0.8	-0.6	16.6	-0.1	-0.3
Cc1cc([N+](=O)[O-])nn1CCCC(=O)NC(C)c1ccccc1 (stereo unspecified)	0.2	-10.6	-1.7	5.4	-0.6	1.9	14.0	0.3	2.7
O=S(=O)(Nc1ccccc1O)c1ccc(-c2ccccc2)cc1	2.2	-21.6	-1.5	5.3	0.3	5.4	-58.7	0.7	-16.9
O=S(=O)(c1cccc2cccnc12)N1CCc2ccccc21	-1.2	-0.4	-1.3	11.7	-0.2	0.4	19.9	-0.3	0.7
Cc1sc2c(c1C)c(=O)n(-c1cccc(C(F)(F)F)c1)c(=O)n2CC(=O)NCc1ccco1	-0.6	1.0	-1.2	11.6	-2.3	0.3	22.5	0.4	1.7
CC(C)C[C@@H]1NC(=O)[C@H](Cc2ccccc2)N(C)C(=O)[C@H](C)NC(=O)c2ccccc2NC(=O)[C@H](Cc2ccc(O)cc2)N(C)C1=O	-2.1	.	3.9	23.9	.	-16.2	0.2	0.6	30.4
COc1ccc(C2=NOC(C(=O)NC(C)C)C2)cc1 (stereo unspecified)	-0.7	-7.7	1.8	3.0	1.1	1.1	-8.9	-0.1	-0.3
CCOC(=O)C1C2C=CC3(CN(C4CCCC4)C(=O)C13)O2 (stereo unspecified)	1.2	2.4	0.6	7.9	1.1	0.5	7.5	1.6	-2.1

Entries listed so far that contain a COOH group, in the order listed:
SMILES	Runt-CBFb FRET	RBBP9 inh	Runt-SMMHC FRET	PGE2 EP2 inh	PERK inh	TNF death inh	EP2 mod	zVAD death inh	Hck Nef HTS
O=C(O)[C@H]1CCCC[C@H]1C(=O)NCCNC(=O)[C@@H]1CCCC[C@@H]1C(=O)O	-1.2	1.6	-1.2	4.5	0.7	0.8	17.3	1.5	0.1
O=C(O)c1csc(-c2ccccc2)n1	1.3	-8.3	-0.6	4.8	0.8	0.6	-3.6	-0.5	27.9
O=C(O)c1ccc(NC(CSCc2ccc(F)cc2)C(=O)O)c([N+](=O)[O-])c1 (stereo unspecified)	1.0	-2.9	-0.9	3.0	0.3	1.2	4.6	-0.6	0.0
O=C(O)c1ccc(/C=N/Nc2nnnn2-c2ccccc2)cc1	-2.0	-7.9	1.1	6.1	0.3	0.9	5.2	1.0	0.2

(cont.)
SMILES	Runt-CBFb FRET	RBBP9 inh	Runt-SMMHC FRET	PGE2 EP2 inh	PERK inh	TNF death inh	EP2 mod	zVAD death inh	Hck Nef HTS
CNC(=S)/N=C(/Nc1ccccc1)c1ccccc1	6.7	-5.8	11.2	7.5	-0.6	-1.4	27.0	-1.0	16.5
CC(=O)Nc1c(C#N)c(C(C)(C)C)cn1C	0.2	-0.6	1.0	9.8	0.7	-1.6	16.4	-1.5	-25.4
COc1cccc(C(=O)NC2CC3CCCC(C2)N3CC(=O)Nc2ccc(N(C)C)cc2)c1 (stereo unspecified)	1.7	-1.4	2.5	11.6	-0.9	0.2	-58.5	0.2	-0.4
O=C(N1CCN(c2ccccc2)CC1)C(F)(F)C(F)F	-0.9	-10.0	-3.2	11.6	-0.9	-0.9	-8.7	-1.0	-17.5
COc1cccc(-n2c(SCC(N)=O)nnc2-c2c[nH]c3ccccc23)c1	0.0	-12.4	-1.9	5.2	1.2	-1.0	3.1	2.3	2.8
CCCc1cc(=O)[nH]c(SCC(=O)c2ccc3c(c2)NC(=O)CO3)n1	3.2	-1.8	-5.6	10.8	1.3	2.2	12.0	-0.4	14.2

Assay outcomes as filed in PubChem BioAssay.
